From PubChem BioAssay
LMPTP block = LMPTP (human) inhibition. recombinant LMPTP-A, OMFP fluorogenic substrate, fluorescence intensity. inhibition, % at 20 µM. 0.22% of 360,000 active. AID 651560. P24666;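 active = compounds that cut the enzyme signal by at least half of the control window in the single-dose screen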;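 note: plate controls were DMSO wells with enzyme plus substrate for no effect and substrate without enzyme for full effect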
Target sequence (P24666 whole entry, looked up): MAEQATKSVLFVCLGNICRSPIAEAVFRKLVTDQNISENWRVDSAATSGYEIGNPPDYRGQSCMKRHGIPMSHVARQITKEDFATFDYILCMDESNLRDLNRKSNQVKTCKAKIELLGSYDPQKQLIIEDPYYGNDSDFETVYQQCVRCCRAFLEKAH
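Test system – LMPTP-A phosphatase enzyme · Quantity – 0.625 nM LMPTP-A final · Reagent – OMFP substrate, 400 µM final · Dosing – one test concentration per compound, 20 µM, with 3% DMSO overall · Timing – 50 min enzyme reaction at room temperature, protected from light · Detection – fluorescence intensity · Controls – substrate-only low control, DMSO enzyme-plus-substrate high control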
SKN-1 inh = inhibitors of C. elegans SKN-1; C. elegans VP596 Pgst-4::GFP/RFP ratio, acrylamide-induced, 24 h; 0.49% of 360,000 active; AID 624304; inhibition, % at 21.8 µM;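 active = interference check ratio from 0.5 to 1.5 plus GFP to RFP signal ratio inhibition reaching or exceeding a fixed threshold, cut at about 30% in these data, passing the limit was not always enough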; note: some compounds called inactive have numbers as strong as hits
DNMT1 inh = DNMT1 (human) enzyme inhibition. DNMT1 molecular beacon, Hinp1I cleavage, fluorescence. P26358. AID 588458. 0.83% of 360,000 active. inhibition (reported as % activation of signal), % at 10 µM; in the data active = inhibition above about 50%
Neddylation inh = cullin neddylation inhibition | TR-FRET cullin neddylation, biochemical | P61081+Q13564 | AID 651699 | 0.58% of 360,000 active | calls only at 25 µM; in the data active = inhibition above about 36%
CendR NRP1 mod = modulators of CendR peptide binding to human neuropilin-1; O14786; inhibition, % at 25 µM; 0.85% of 360,000 active; FAM-RPARPAR peptide binding to NRP-1, fluorescence polarization; AID 602438;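 active = inhibition or corrected inhibition above about 18%, plus a signal ratio from 0.5 to 1.5, limit read from the data, passing the limit was not always enough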; note: strong numbers were not always called active
Tb MetRS inh = Trypanosoma brucei MetRS inhibition | inhibition, % at 11.9 µM | 0.4% of 360,000 active | purified T. brucei MetRS, ATP depletion, Kinase-Glo luminescence | AID 624268;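 active = inhibition above a per-plate cutoff of the control wells' mean inhibition plus 3 SD, cut at about 5.5% in these data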;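 note: 0% = DMSO wells median and 100% = median of wells with control inhibitor compound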
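Measured by: Kinase-Glo luciferase luminescence reporting remaining unconsumed ATP. Material: purified T. brucei MetRS enzyme. Doses: 11.9 µM compound single dose, 0.9% DMSO. Medium: HEPES buffer containing pyrophosphatase, BSA, spermine, DTT. Times: 15 min preincubation, 2 h reaction, all 25 °C. Reagent: methionine, ATP and bulk E. coli tRNA.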
Scp1 inh = inhibitors of human Scp-1 phosphatase | Q9GZU7 | Recombinant Scp1, phosphopeptide, malachite green phosphate absorbance | inhibition, % at 20 µM | 0.88% of 340,000 active;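 active = inhibition above about 50% at 20 µM, limit read from the data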;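 note: plate controls were DMSO wells with enzyme for no effect and wells lacking enzyme for full effect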
Target sequence (Q9GZU7 76-261 limits assumed): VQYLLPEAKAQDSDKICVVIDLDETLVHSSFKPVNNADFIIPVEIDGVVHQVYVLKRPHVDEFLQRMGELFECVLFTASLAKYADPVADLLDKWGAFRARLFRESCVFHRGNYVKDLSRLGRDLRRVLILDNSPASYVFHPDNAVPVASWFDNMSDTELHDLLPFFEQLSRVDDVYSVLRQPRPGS
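System: SCP-1 catalytic domain; Reagent: Phospho 17-mer peptide substrate; Doses: one concentration, 20 µM, with 1.0% DMSO; Incubation: 45 min room-temperature reaction, 5 min colour, 30 min stabiliser; Signal: Phosphate-binding colour reagent, absorbance read at 630 nm.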
SUMO1-SIM PPI = alters human SUMO1 binding to SIM partners. SUMO1 binding to a labelled peptide, TR-FRET, 1 h. inhibition, % at 20 µM. 0.33% of 360,000 active. P63165; in the data active = inhibition above about 37%
Target sequence (P63165 whole entry, looked up): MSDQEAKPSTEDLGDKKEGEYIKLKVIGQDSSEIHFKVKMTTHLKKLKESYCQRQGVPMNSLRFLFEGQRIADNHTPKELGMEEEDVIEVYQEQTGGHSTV
NadD block = NadD (S. aureus) enzyme inhibition; purified NadD enzyme, colorimetric absorbance read-out; inhibition, % at 20 µM; 0.78% of 360,000 active; AID 602399; in the data active = inhibition above about 26%; note: some compounds past the cut are filed as inactive
STEP inh = blocks human striatal-enriched tyrosine phosphatase; recombinant STEP, OMFP fluorogenic substrate, fluorescence; inhibition, % at 20 µM; 0.25% of 360,000 active;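 active = inhibition at 20 µM, scaled per plate between control wells, above about 37%, limit read from the data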;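 note: 0% = DMSO with enzyme and substrate and 100% = substrate only without enzyme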
Target sequence (P54829 whole entry, looked up): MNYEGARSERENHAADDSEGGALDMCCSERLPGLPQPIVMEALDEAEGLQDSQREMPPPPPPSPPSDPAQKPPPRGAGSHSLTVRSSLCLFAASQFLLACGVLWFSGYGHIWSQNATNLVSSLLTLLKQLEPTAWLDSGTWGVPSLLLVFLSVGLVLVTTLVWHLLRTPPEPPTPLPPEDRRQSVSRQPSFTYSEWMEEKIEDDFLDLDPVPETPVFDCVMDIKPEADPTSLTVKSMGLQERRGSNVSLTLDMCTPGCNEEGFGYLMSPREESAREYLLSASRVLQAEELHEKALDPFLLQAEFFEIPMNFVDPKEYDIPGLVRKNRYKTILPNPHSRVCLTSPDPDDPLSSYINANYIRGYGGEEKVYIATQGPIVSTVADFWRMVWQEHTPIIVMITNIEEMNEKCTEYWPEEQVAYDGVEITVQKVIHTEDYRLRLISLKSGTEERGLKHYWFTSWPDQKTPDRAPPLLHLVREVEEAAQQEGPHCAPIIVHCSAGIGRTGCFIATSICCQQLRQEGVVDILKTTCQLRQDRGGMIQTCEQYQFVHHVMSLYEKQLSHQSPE
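Material: STEP (striatal-enriched tyrosine phosphatase) enzyme, cell-free | Medium: 50 mM Bis-Tris pH 6.0 with 2.5 mM DTT and 0.005% Tween 20 | Read-out: Percent inhibition scaled to no-enzyme and uninhibited-enzyme controls, plate-pattern corrected | Signal: Fluorescence read at 480 nm ex / 540 nm em | Times: 20 min reaction, room temperature, in the dark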
* marks the source's active call; other numbers are inactive results; i = inactive; . = not tested or not shown; + = active, no number.

SMILES	LMPTP block	SKN-1 inh	DNMT1 inh	Neddylation inh	CendR NRP1 mod	Tb MetRS inh	Scp1 inh	SUMO1-SIM PPI	NadD block	STEP inh
CS(=O)(=O)N(Cc1ccccc1)c1ccc(C(=O)NCc2cccnc2)cc1	1.4	-9	2	i	1	0.2	-2	-3	-4	-1
O=C1/C(=C\c2ccsc2)NC(=S)N1c1ccccc1	-1.2	-6	2	i	-13	0.4	-5	-31	-3	1
COC(=O)C(CC(=O)c1ccc(Cl)cc1)c1ccc(C)cc1 (stereo not drawn)	0.8	-2	-5	i	-4	-0.8	-13	-4	-9	-2
CSCCC(NC(=O)c1ccccc1Br)C(=O)N1CCCC(C(F)(F)F)C1 (stereo not drawn)	-0.1	24	1	i	12	-0.4	-12	-3	-8	-3
COc1ccc(-n2c(C)cc(C(=O)CSc3ccc(NC(C)=O)cc3)c2C)cc1	0.5	-2	-1	i	42*	-0.9	-5	2	-6	1
CCC(=O)Nc1nnc(CSCc2ccccc2)s1	-1.9	3	1	i	-7	-1.2	-10	3	-5	-3
Cc1cc2c(cc1S(=O)(=O)N1CCN(c3cccc(C)c3C)CC1)OCC(=O)N2	1.4	-2	-8	i	4	-0.5	-9	5	2	4
CC(=O)Nc1ccc(NC(=O)CSc2ccc(-c3cccs3)nn2)cc1	-0.5	-4	-1	i	-1	-0.7	-9	0	-6	0
Cc1cc(C(F)(F)F)nn1CC(=O)NNC(=S)NCC(C)C	-1.4	0	1	i	-5	0.0	-9	3	-4	3
CC1=CC2=NC(=O)/C(=C\c3cccn3CCOc3cc(C)ccc3C)C(=N)N2O1	2.0	6	-1	i	-3	-0.2	-9	-8	-8	2
O=C(Cc1ccc(Br)cc1)N/N=C/c1ccc(-c2cccc(C(=O)O)c2)o1	0.7	14	7	i	-33	6.9*	29	-12	2	3
COC(=O)c1ccc2c(=O)n(CCO)c(=S)[nH]c2c1	-2.2	-3	1	i	4	-0.3	-5	1	-5	1
O=[N+]([O-])c1ccc(CN2CC(N3CCCC3)CS2(=O)=O)cc1 (stereo not drawn)	0.9	-2	1	i	-6	-0.6	.	-13	6	-2
Cc1[nH]c2ccccc2c1Cc1nnc(SCCC#N)o1	-1.2	13	-3	i	-4	0.5	-9	2	-4	-2
COC(=O)C(Cc1ccc(O)cc1)NC(=O)C1CCN(S(=O)(=O)c2ccc(C)cc2)CC1 (stereo not drawn)	-0.6	-3	2	i	6	0.1	-8	-3	5	-1
CCCCNS(=O)(=O)c1ccc2c(c1)oc(=O)n2CC(=O)OCC	-2.3	0	-1	i	-3	-0.4	-7	-4	-6	-2
CCc1ccccc1OCC(=O)Nc1ccc(C)c(S(=O)(=O)N2CCCCCC2)c1	3.4	-14	1	i	0	-0.4	-7	6	-6	-2
COc1ccc(S(=O)(=O)NCCCCCC(=O)NCCCN2CCOCC2)cc1	-0.6	28	-4	i	8	-0.2	12	-5	-6	0
O=c1cc2c(nn1Cc1c(Cl)cccc1Cl)-c1ccccc1CC2	4.0	-3	-1	i	-6	-1.3	-10	3	-11	0
NCCN=C1NS(=O)(=O)c2ccccc21	-0.3	-1	1	i	-9	-1.7	-4	-5	-1	2
NC(=O)CS(=O)(=O)c1nc2ccccc2n1CC(=O)N1CCCCC1	-0.8	1	1	i	-4	-0.5	0	2	-2	2
CCOCC(O)CNC(=O)c1ccc2nc(Cc3ccc(OC)c(OC)c3)oc2c1 (stereo not drawn)	0.6	21	3	i	6	-0.5	-5	6	-5	-2
CC(C)CNS(=O)(=O)c1ccc(CCC(=O)NCCc2ccccc2)cc1	-0.9	12	-1	i	2	-0.7	-6	6	-6	15
COC(=O)c1c(C(=O)OC)c2n(c1C)CCS2	-1.2	-8	1	i	12	0.1	-4	16	-7	0
O=C(Oc1ccc(-n2cnnn2)cc1)c1ccco1	-1.3	-3	4	i	-13	-0.3	-3	3	5	-1

New compounds follow
SMILES	LMPTP block	SKN-1 inh	DNMT1 inh	Neddylation inh	CendR NRP1 mod	Tb MetRS inh	Scp1 inh	SUMO1-SIM PPI	NadD block	STEP inh
COC(=O)c1ccccc1NC(=O)C1CCCN(S(C)(=O)=O)C1 (stereo not drawn)	0.3	-1	2	i	-1	-0.1	-6	3	1	3
OCCN1CCN(Cc2cc(Cl)c3cccnc3c2O)CC1	-2.6	-12	-15	i	6	-0.5	-8	-9	-2	2
O=C(NCCC(=O)N1CCN(c2ncccn2)CC1)c1ccccc1Cl	-1.4	0	4	i	-9	-1.2	-2	2	-2	0
N#Cc1cc(N2CCCCC2)c([N+](=O)[O-])cc1C#N	-0.9	10	0	i	8	-1.1	6	-27	3	2
Nn1c(SCC(=O)N2CCCC2)nnc1-c1cccs1	1.1	10	-5	i	9	-0.5	.	-5	-3	-2
Cc1cc(-n2nc(C)cc2C)nc(NS(=O)(=O)c2ccccc2)n1	0.1	12	6	i	3	-0.6	-4	6	1	3
CC(CCc1ccccc1)NS(=O)(=O)c1ccccc1F (stereo not drawn)	-1.2	-3	0	i	-12	-1.1	-5	7	-1	-5
O=S(=O)(c1ccc2ccccc2c1)N1CCN(S(=O)(=O)c2c(F)cccc2F)CC1	-0.1	9	3	i	2	-0.3	-3	-9	-6	-1
COc1ccc(NS(=O)(=O)c2cccc(NC(=O)CCC(=O)c3cccs3)c2)cc1	-0.2	3	-8	i	10	0.3	-11	4	-3	-2
CC(C)Oc1cc(NC(=O)CS(=O)CC(=O)N(C)C)c(Cl)cc1Cl (stereo not drawn)	0.5	4	-1	i	25*	0.1	5	-4	-7	0
CC(=O)Nc1ccc(Nc2cc(C)nc3c(-c4ccc(Cl)cc4)cnn23)cc1	1.3	-6	4	.	-4	1.4	-5	4	3	-5
O=C(CCC(=O)c1cccs1)NCC(=O)Nc1ccc(F)c(F)c1F	-1.7	-3	-13	i	-3	0.6	-8	1	2	-4
CCOC(=O)C1=C(C)N=c2sc(=C(C)C)c(=O)n2C1c1ccc(N(C)C)cc1 (stereo not drawn)	1.6	2	-5	i	-31	-0.7	-1	-9	7	1
CC1CCN(S(=O)(=O)c2ccc3c(c2)N(CC(=O)NCCN2C(C)CCCC2C)C(=O)CS3)CC1 (stereo not drawn)	-0.2	15	2	i	-2	0.6	3	-4	-7	0
COc1ccc(S(=O)(=O)N2CCC(Cc3ccccc3)CC2)cc1C(N)=O	1.4	2	0	i	12	0.1	-5	2	0	2
CC(C)c1cc(N2CCOCC2)n2ncc(-c3ccccc3)c2n1	-2.5	-16	4	.	15	0.0	-9	2	-3	1
Cc1nc2cc(-n3ccc(=O)cc3)ccc2n1-c1ccccc1	0.2	-3	2	i	-4	-0.7	-3	-3	3	-2
OCC(O)C1OC(Nc2ccc(Cl)cc2)C(O)C1O (stereo not drawn)	-1.3	4	0	i	-2	-0.4	-9	-2	-1	0
COC(=O)C1=C(C)NC(C)=C(C(=O)OC)C1c1cc2cc(C)ccc2[nH]c1=O	-2.7	-14	-2	.	-1	-0.3	-7	4	4	-4
O=c1c(Cl)c(N2CCCCC2)cnn1-c1nc2ccccc2[nH]1	-0.4	8	0	i	-10	-3.2	3	-27	3	-3
Cc1ccc(NC(=O)c2ncn(CC(=O)NCC(C)c3ccccc3)n2)cc1C (stereo not drawn)	-0.6	9	6	i	11	0.1	-4	-1	2	-1
O=C(N/N=C/c1ccccc1OC(F)F)NC1CCCCC1	1.0	11	-1	i	-7	-0.4	-12	-6	-3	3
Cc1noc(C)c1C(=O)NC(Cc1c[nH]c2ccccc12)C(=O)O (stereo not drawn)	-0.4	10	0	i	0	-0.1	-10	4	2	1
S=c1nc(-c2cc(Cl)cc(Cl)c2)[nH][nH]1	-0.4	1	2	i	5	-0.5	7	1	-4	-1
CCn1c2ccccc2c2nc3cc(OC)c(OC)cc3nc21	3.1	13	-12	+	-6	-1.6	2	-9	-8	0
COc1ccc(C(C#N)C2(C)OCCO2)cc1OC (stereo not drawn)	0.0	-8	2	i	-6	-1.0	-3	-3	-2	-2

An excerpt from above in order of number of heavy atoms, smallest number first.
SMILES	LMPTP block	SKN-1 inh	DNMT1 inh	Neddylation inh	CendR NRP1 mod	Tb MetRS inh	Scp1 inh	SUMO1-SIM PPI	NadD block	STEP inh
S=c1nc(-c2cc(Cl)cc(Cl)c2)[nH][nH]1	-0.4	1	2	i	5	-0.5	7	1	-4	-1
N#Cc1cc(N2CCCCC2)c([N+](=O)[O-])cc1C#N	-0.9	10	0	i	8	-1.1	6	-27	3	2
Nn1c(SCC(=O)N2CCCC2)nnc1-c1cccs1	1.1	10	-5	i	9	-0.5	.	-5	-3	-2
CC(CCc1ccccc1)NS(=O)(=O)c1ccccc1F (stereo not drawn)	-1.2	-3	0	i	-12	-1.1	-5	7	-1	-5
OCCN1CCN(Cc2cc(Cl)c3cccnc3c2O)CC1	-2.6	-12	-15	i	6	-0.5	-8	-9	-2	2
O=c1c(Cl)c(N2CCCCC2)cnn1-c1nc2ccccc2[nH]1	-0.4	8	0	i	-10	-3.2	3	-27	3	-3
Cc1noc(C)c1C(=O)NC(Cc1c[nH]c2ccccc12)C(=O)O (stereo not drawn)	-0.4	10	0	i	0	-0.1	-10	4	2	1
O=C(CCC(=O)c1cccs1)NCC(=O)Nc1ccc(F)c(F)c1F	-1.7	-3	-13	i	-3	0.6	-8	1	2	-4
COc1ccc(S(=O)(=O)N2CCC(Cc3ccccc3)CC2)cc1C(N)=O	1.4	2	0	i	12	0.1	-5	2	0	2
COC(=O)C1=C(C)NC(C)=C(C(=O)OC)C1c1cc2cc(C)ccc2[nH]c1=O	-2.7	-14	-2	.	-1	-0.3	-7	4	4	-4
Cc1ccc(NC(=O)c2ncn(CC(=O)NCC(C)c3ccccc3)n2)cc1C (stereo not drawn)	-0.6	9	6	i	11	0.1	-4	-1	2	-1
O=S(=O)(c1ccc2ccccc2c1)N1CCN(S(=O)(=O)c2c(F)cccc2F)CC1	-0.1	9	3	i	2	-0.3	-3	-9	-6	-1
